Bioassay records from PubChem BioAssay.
ERAP1 HTS inh: blocks human ERAP1 aminopeptidase activity; Q9NZ08; recombinant ERAP1, Leu-AMC fluorescence, 60 min; inhibition, % at 10.7 µM; hit rate 0.15% among 340,000;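 active = mean replicate inhibition of at least 30%, or all replicates individually reaching that 30% level; inactive = mean below 30% and not every replicate reaching it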;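 note: 0% = neutral control wells and 100% = L-leucinethiol positive control wells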
Target sequence (Q9NZ08 whole entry, looked up): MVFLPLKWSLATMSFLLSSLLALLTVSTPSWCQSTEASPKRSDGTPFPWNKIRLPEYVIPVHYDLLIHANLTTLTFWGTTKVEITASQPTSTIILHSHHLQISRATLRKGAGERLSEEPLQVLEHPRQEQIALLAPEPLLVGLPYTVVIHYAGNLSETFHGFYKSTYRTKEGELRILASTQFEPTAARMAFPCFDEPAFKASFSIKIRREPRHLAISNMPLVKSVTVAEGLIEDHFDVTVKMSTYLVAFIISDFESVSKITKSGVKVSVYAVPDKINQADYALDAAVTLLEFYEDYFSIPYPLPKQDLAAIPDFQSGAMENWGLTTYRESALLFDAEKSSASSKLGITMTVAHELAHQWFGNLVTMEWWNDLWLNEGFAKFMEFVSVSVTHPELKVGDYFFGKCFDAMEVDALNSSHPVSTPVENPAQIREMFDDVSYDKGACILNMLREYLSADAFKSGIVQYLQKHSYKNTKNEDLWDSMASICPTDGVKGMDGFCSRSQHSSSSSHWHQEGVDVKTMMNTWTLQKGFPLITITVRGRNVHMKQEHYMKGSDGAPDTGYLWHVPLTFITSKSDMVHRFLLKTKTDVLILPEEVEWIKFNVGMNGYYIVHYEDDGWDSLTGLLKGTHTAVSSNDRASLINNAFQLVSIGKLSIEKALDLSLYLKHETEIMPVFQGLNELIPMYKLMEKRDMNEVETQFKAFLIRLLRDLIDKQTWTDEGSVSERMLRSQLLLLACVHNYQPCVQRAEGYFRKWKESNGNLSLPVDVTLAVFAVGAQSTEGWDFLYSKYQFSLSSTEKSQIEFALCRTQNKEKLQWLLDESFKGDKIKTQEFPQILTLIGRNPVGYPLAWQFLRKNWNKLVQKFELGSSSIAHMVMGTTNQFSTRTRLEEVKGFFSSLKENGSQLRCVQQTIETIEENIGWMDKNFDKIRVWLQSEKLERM
LGR2 antag: blocks bursicon-induced cAMP signaling via Drosophila LGR2; hit rate 0.35% among 380,000; inhibition, % at 9.99 µM; HEK293 LGR2, CRE-luciferase, bursicon-stimulated, 4 h; AID 720647;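 active = drop in luminescence signal, shown as inhibition above about 50% in the replicate tests, limit read from the data, passing the limit was not always enough; inconclusive = probably only some replicates passing the limit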;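 note: agonist challenge used bursicon conditioned medium at about half maximal strength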
EWS-Fli inh: inhibitors of EWS/Fli oncoprotein transcriptional activity. A673 NR0B1-luciferase reporter, viability-normalised. inhibition, % at 12.6 µM. hit rate 0.67% among 350,000;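 active = mean inhibition of at least 50% after viability correction, with every replicate also passing that limit; inconclusive = mean reaches 50% but only one of two replicates passes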;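 note: firefly luciferase signal divided by Alamar Blue viability fluorescence both relative to DMSO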
PAX8 reporter: lowers PAX8-driven luciferase in RMG-I cells; RMG-I TPO-luciferase reporter, SteadyGlo, 24 h; inhibition, % at 12.6 µM; hit rate 1.2% among 360,000; AID 652154;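 active = mean replicate inhibition at least 60% with every replicate also reaching 60%; inconclusive = only one of the two criteria is met; inactive = mean below 60% and not all replicates reaching 60%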;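 note: luciferase light reporting Pax8 driven TPO promoter activity; plate controls were median of neutral control wells for no effect and mitoxantrone controls for full effect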
FN deposition inh: fibronectin deposition inhibition; AH1F fibroblasts, Alexa488-fibronectin deposition fluorescence, overnight; inhibition, % at 12.6 µM; hit rate 0.086% among 350,000;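 active = mean inhibition across replicates of 30% or more, regardless of how many single replicates reach that level; inconclusive = mean under 30% yet at least half of replicates reach 30%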;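 note: positive control wells lacked labelled fibronectin entirely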
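Material – AH1F fibroblast monolayer, labelled fibronectin deposition · Reagent – labelled fibronectin 24 nM · Timing – 1 h adhesion, overnight exposure · Measured by – fluorescence at 485 nm excitation, 525 nm emission · Read-out – inhibition of fibronectin deposition signal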
PGC1a acetyl inh: modulators of PGC1a acetylation; U2OS PGC1a acetylation, AlphaScreen anti-acetyl-lysine; with virally co-expressed GCN5 acetyltransferase; inhibition, % at 15.6 µM; hit rate 0.17% among 350,000; AID 651687;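 active = every replicate shows inhibition of at least 40%; inconclusive = mean inhibition at least 40% but some replicate below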;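 note: 0% = neutral control wells and 100% = positive control wells; some results beyond the cut were filed as inactive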
PglD inh: PglD (C. jejuni) enzyme inhibition; inhibition, % at 12.5 µM; hit rate 0.098% among 360,000; purified PglD enzyme, DTNB colorimetric CoA detection; in the data active = inhibition above about 16%, passing the limit was not always enough; inconclusive = no clear call, values can overlap the other calls; note: strong numbers were not always called active
S100A4 inh HTS: S100A4-myosin IIA interaction inhibition. S100A4/TAMRA-MyoIIA peptide fluorescence polarization. inhibition, % at 10.7 µM. hit rate 0.14% among 360,000. AID 652163;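 active = mean inhibition of at least 70% across replicates, with every replicate also reaching that level; inconclusive = mean inhibition reaches 70% but some replicates fall short; inactive = mean inhibition below 70%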
Target sequence (P26447 whole entry, looked up): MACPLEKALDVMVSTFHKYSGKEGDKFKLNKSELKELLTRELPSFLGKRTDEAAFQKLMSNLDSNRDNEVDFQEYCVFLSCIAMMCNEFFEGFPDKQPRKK
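Test system: S100A4 monomer protein; Medium: HEPES pH 7.2 with CaCl2, KCl, NaCl, DTT, Triton; Probe or stimulus: TAMRA-labelled myosin IIA heavy-chain peptide probe, 5 nM; Doses: one dose per compound; Times: polarization read 5 min after assay mix addition, stable 5–60 min; Benchmarks: neutral control DMSO, positive control TFP.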
Numbers without * were called inactive; ? = inconclusive; nt = no result given. An unsorted share of the library, and some 2.1% of all compounds hit somewhere here.

Every second line gives: PGC1a acetyl inh	EWS-Fli inh	S100A4 inh HTS	FN deposition inh	PglD inh	PAX8 reporter	LGR2 antag	ERAP1 HTS inh
- C[C@H]1CN([C@@H](C)CO)C(=O)c2cc(NC(=O)Nc3ccc(C(F)(F)F)cc3)ccc2O[C@H]1CN(C)Cc1ccc(Oc2ccccc2)cc1
  -10	3	-4	nt	2	nt	12	-3
- CCCNC(=O)C1(C)CCCN(C(=O)c2ccc(F)cc2Cl)C1 (centres undefined)
  3	4	-2	nt	6	1	-2	0
- C[C@H]1CN([C@@H](C)CO)C(=O)c2cc(C#CC3CCCCC3)cnc2O[C@H]1CN(C)S(=O)(=O)c1ccccc1
  -12	26	-19	nt	0	nt	2	-1
- CC1(C)CCCN(Cc2c(O)ccc3c(=O)c(-c4nc5ccccc5s4)c(N)oc23)C1
  -17	-37	-5	-3	nt	-97	-58	2
- CCC(=O)N1[C@@H]2c3cccc(=O)n3C[C@H]1[C@H](CO)[C@H]2C(=O)NC1CCCC1
  2	nt	3	-5	nt	-12	-32	1
- CC(NC(=O)Nc1ccc(Cl)cc1)c1ccccc1 (centres undefined)
  nt	-2	-4	-16	-9	21	-11	-3
- O=C(COC(=O)c1n[nH]c2ccccc12)c1ccc(F)c(F)c1
  nt	-1	1	12	-3	-13	-10	1
- O=[N+]([O-])c1cc(S(=O)(=O)N2CCCCCC2)ccc1F
  nt	25	3	-6	nt	31	23	1
- COc1ccc2c3c(n(C)c2c1)[C@H](CO)N(C(=O)c1ccccn1)CC31CCN(C(C)=O)CC1
  0	-14	15	nt	nt	-5	-2	-4
- COc1ccc(C(=O)N2CCC(C(=O)Nc3ccc4c(c3)OCO4)CC2)cc1
  nt	-1	-2	nt	nt	-7	-3	-1
- COc1ccccc1N/C(N)=N/c1nc(C(F)(F)F)cc(=O)[nH]1
  4	-5	-9	8	3	-8	-58	1
- Cc1nc2ncnn2c(N2CCC(C(=O)NC3CCCC3)CC2)c1Cc1ccccc1
  3	-15	-3	nt	4	nt	2	-4
- OCCN1CCN(c2ncnc3ccc(Br)cc23)CC1
  29	-10	7	1	6	-32	19	nt
- CCOc1ccccc1/C=N/N1CCN(Cc2ccccc2)CC1
  10	10	-3	-5	3	-3	2	3
- CCCCn1c(SCCN2CCCCC2)nc2c1c(=O)n(C)c(=O)n2C
  -2	-6	1	-9	-1	11	-5	1
- CCOc1ccc(N(C(C)C(=O)Nc2cccnc2)S(C)(=O)=O)cc1 (centres undefined)
  -3	-3	-2	11	2	1	-28	-1
- Cc1ccc(CC2C(=O)N(c3ncccn3)C(=O)C2C)cc1 (centres undefined)
  -7	7	-1	5	4	16	-8	2
- C/C=C/c1ccc([C@H]2[C@@H](CO)N3C(=O)CN(C(=O)Nc4ccccc4F)C[C@@H]23)cc1
  -9	1	-4	nt	nt	4	-3	-1
- Cc1ccccc1-c1cc2nc(NCc3ccc(N(C)C)cc3)n(C)c(=O)c2s1
  3	-48	-5	0	-5	-24	-35	-1
- C[C@@H]1CN([C@@H](C)CO)C(=O)c2cc(NS(=O)(=O)c3cccs3)ccc2O[C@@H]1CN(C)C(=O)Nc1ccc(C(F)(F)F)cc1
  1	1	-33	-8	-12	nt	15	1
- CC(=O)NC[C@@H]1[C@H](c2ccc(-c3cccc(F)c3)cc2)[C@@H](CO)N1C(C)=O
  6	-8	nt	nt	-2	6	-9	nt
- C[C@@H]1CN([C@H](C)CO)S(=O)(=O)c2ccc(-c3cncnc3)cc2O[C@H]1CN(C)Cc1ccccn1
  2	3	3	nt	-1	5	-8	1
- NC1=NS(=O)(=O)NC1c1ccc(Cl)cc1 (centres undefined)
  -8	nt	nt	-4	-6	2	nt	nt
- CN1C(=O)c2cc(NC(=O)NCc3ccccc3)ccc2OC[C@@H]2O[C@@H](CC(=O)O)CC[C@@H]21
  -3	4	-7	-18	2	-3	-3	0
- COc1ccc(NC(=O)C[C@H]2C(=O)N(Cc3cccnc3)C[C@@H]2Cc2ccccc2)cc1
  3	3	-4	7	4	-7	2	nt
- Clc1cccc2c3c([nH]c12)CCNC3
  nt	-4	9	1	6	-4	11	2
- O=C(Cn1cncn1)NCc1cccc(C(F)(F)F)c1
  -4	-9	-2	5	-2	-17	14	-5
- CC(O)c1cccc(NC(=O)CC(c2ccccc2)c2ccccc2)c1 (centres undefined)
  7	3	3	1	-5	11	9	5
- CCCC(=O)N1CCN(c2ccc(NC(=O)c3ccc([N+](=O)[O-])o3)cc2)CC1
  nt	58*	-4	22	nt	90*	18	-2
- COC(=O)CNc1cccc(C(F)(F)F)c1
  2	0	-2	nt	0	-10	-9	-2

Ordered by the number under ERAP1 HTS inh (lowest first): some entries from above
molecule | PGC1a acetyl inh | S100A4 inh HTS | PglD inh | LGR2 antag | ERAP1 HTS inh
C[C@H]1CN([C@@H](C)CO)C(=O)c2cc(NC(=O)Nc3ccc(C(F)(F)F)cc3)ccc2O[C@H]1CN(C)Cc1ccc(Oc2ccccc2)cc1 | -10 | -4 | 2 | 12 | -3
C/C=C/c1ccc([C@H]2[C@@H](CO)N3C(=O)CN(C(=O)Nc4ccccc4F)C[C@@H]23)cc1 | -9 | -4 | nt | -3 | -1
CN1C(=O)c2cc(NC(=O)NCc3ccccc3)ccc2OC[C@@H]2O[C@@H](CC(=O)O)CC[C@@H]21 | -3 | -7 | 2 | -3 | 0

The results go on.
Every second line gives: PGC1a acetyl inh	EWS-Fli inh	S100A4 inh HTS	FN deposition inh	PglD inh	PAX8 reporter	LGR2 antag	ERAP1 HTS inh
- N#C[C@H]1[C@@H](c2ccc(C#Cc3ccccc3F)cc2)[C@@H](CO)N1C(=O)C1CCCCC1
  -3	12	-13	6	0	82*	-2	4
- Cc1scc(C(=O)NNC(=S)NCc2ccccc2)c1C
  nt	-4	1	6	nt	-23	-21	0
- COc1cccc(/C=C/C(=O)N2CCN(c3ccccn3)CC2)c1
  nt	-1	-15	0	1	-12	2	4
- COc1ccc(S(=O)(=O)N2CCN(Cc3ccc(OCCO)cc3)CC2)cc1
  nt	4	1	nt	4	0	nt	1
- CC1CN(c2sc(S(C)(=O)=O)nc2S(=O)(=O)c2ccc(Cl)cc2)CC(C)O1 (centres undefined)
  11	16	-2	-8	4	6	23	3
- O=C1C2C3C=CC(C3)C2S(=O)(=O)C2C3C=CC(C3)C12 (centres undefined)
  0	1	1	15	1	-11	-13	2
- Oc1c(Cl)cc(Cl)cc1/C=N/NC(=S)NC1CC2C=CC1C2 (centres undefined)
  7	39	1	10	16	54	-18	-9
- O=C(C1CC1)N1[C@@H]2CN(S(=O)(=O)c3ccccc3)c3ccccc3[C@@H]2[C@@H]1CO
  -3	3	-3	14	-16	0	4	4
- CC(=O)Nc1c(C)nn(-c2ccc([N+](=O)[O-])cc2)c1C
  nt	-1	-1	nt	-1	7	15	0
- CCOC(=O)C1=C(COC(=O)c2ccc(Br)o2)NC(=O)NC1C (centres undefined)
  nt	nt	-2	nt	-2	-5	-16	-2
- CCCC(=O)Nc1ccc(NC(=O)c2ccccc2F)cn1
  13	-57	5	-6	-1	-58	-22	0
- O=C(NCc1ccccn1)c1cc2c(ccc3ccccc32)oc1=O
  -14	-23	-1	-2	2	3	-18	-46
- CCn1c(/C=C/c2ccccc2)nc2ccccc2c1=O
  nt	-7	-3	-17	2	5	26	-1
- O=C(NN1C(=O)/C(=C\c2cccnc2)SC1=S)c1ccco1
  7	-9	-1	-8	nt	2	4	13
- O=C(C[C@@H]1CC[C@@H](NC(=O)c2ccc(F)cc2)[C@H](CO)O1)NCCc1ccncc1
  2	-3	10	nt	-1	-3	-9	1
- OCC1(Cc2ccccc2F)CCCN(CCc2ccccc2)C1 (centres undefined)
  nt	-2	-41	10	-4	-3	nt	3
- C[C@H](CO)N1C[C@H](C)[C@@H](CN(C)CC2CCCCC2)OCCCC[C@H](C)Oc2ccc(NS(=O)(=O)c3cn(C)cn3)cc2C1=O
  nt	-3	7	nt	-3	12	4	0
- O=C(CN1C(=O)NC2(CCCCCC2)C1=O)c1ccc(F)cc1
  nt	-17	6	-12	-1	-2	-6	-3
- CC1CCCC(NC(=O)COC(=O)CSc2ccc3ccccc3c2)C1C (centres undefined)
  nt	-1	-2	-16	nt	-4	0	-2
- O=C(COC(=O)c1ccc(NS(=O)(=O)c2cccs2)cc1O)NC1CCCCC1
  8	11	-4	4	-4	23	14	-1
- COc1cccc(C(C)NC(=O)C2CCCO2)c1 (centres undefined)
  nt	-1	-12	-4	-2	-9	14	-1
- C[C@H]1CN([C@@H](C)CO)S(=O)(=O)c2ccc(-c3ccncc3)cc2O[C@H]1CN(C)C(=O)C1CC1
  8	-10	-24	5	0	nt	-11	-4
- COCCNC(=O)CN1c2ccccc2CC1C (centres undefined)
  -9	nt	nt	7	2	9	nt	nt
- CCC(C)(C)NC(=O)Cn1c(=O)oc2cc(S(=O)(=O)N3CC(C)CC(C)C3)ccc21 (centres undefined)
  -3	19	-2	0	1	17	-8	0
- CC(=O)Nc1ccc(OS(=O)(=O)c2ccc(C)cc2C)cc1
  ?	-4	1	-5	nt	5	-16	1
- COc1ccc([N+](=O)[O-])cc1NC(=O)c1ccccc1SC
  2	0	-9	-2	2	3	13	-3
- COc1ccccc1CNC(=O)CN1C(=O)NC2(CCCCCC2)C1=O
  6	-2	-9	2	nt	nt	3	0
- COc1cc[n+]([O-])cc1[N+](=O)[O-]
  -5	3	-6	0	3	-3	34	-5
- CCOc1ccc(N2C(=O)CC(SCC(=O)O)C2=O)cc1 (centres undefined)
  nt	4	-1	-5	nt	11	-1	-1
- NC(=O)COC(=O)C1c2ccccc2Oc2ccccc21
  4	-2	0	1	8	-16	10	-1
- Cn1c(CC2C(=O)Nc3ccc(Br)cc32)nc2ccccc2c1=O (centres undefined)
  36	22	2	nt	4	nt	15	-5
- C[C@@H]1CN([C@@H](C)CO)C(=O)c2ccccc2-c2ccccc2CO[C@H]1CN(C)S(=O)(=O)c1ccsc1
  16	7	-18	4	5	11	-19	0
- Cc1cc(-c2ccc(C)c(S(=O)(=O)NCCCN3CCCCCC3)c2)on1
  5	4	-5	16	2	8	-2	-4
- CCC(=O)Oc1ccc(NC(=O)c2ccc(S(=O)(=O)N3CCCC3)cc2)cc1
  -16	-6	4	-1	2	10	6	-9
- COc1ccc(CN2C(=O)C(CC(=O)NCc3cccc4ccccc34)CC(C(=O)N(C)C)=C2C)cc1 (centres undefined)
  -9	-5	0	3	-1	-10	5	0
- COC(=O)c1ccc(C)c(NC(=O)CCn2[nH]c(=O)ccc2=O)c1
  0	-2	-2	-2	-6	nt	0	0
- CCCC(=O)Nc1cc2c3c(c1)CC(=O)N3CCC2
  -12	-1	-1	4	0	4	12	1
- C[C@@H]1CCC[C@@]2(O[C@@H](CCO)C[C@@H](O)[C@@H]2O)O1
  -8	-5	1	-8	9	-18	3	-1
- Cc1ccc(C(=O)NC(=S)NCCCN2CCOCC2)cc1
  nt	3	-4	5	-6	-14	-9	-4
- CCn1c(N2CCN(S(=O)(=O)c3ccccc3C(F)(F)F)CC2)nc2ccccc21
  5	nt	nt	0	1	24	nt	nt
- CC1(C)OC2CC3C4CCC5=CC(=O)C=CC5(C)C4(F)C(O)CC3(C)C2(C(=O)CO)O1 (centres undefined)
  -6	-2	0	-8	0	2	-14	0
- Cc1csc(NC(=O)C2CCCCN2S(=O)(=O)c2ccccc2)n1 (centres undefined)
  -9	4	3	0	nt	-3	7	1
